# HSF1 inhib – HSF1 inhibition. NIH3T3-HGL HSE-luciferase, MG132-induced, luminescence 8 h; active compounds read low. activity change, negative = inhibition, % at 7.5 µM (by protocol). actives 0.77% (n = 300,000). AID 2098;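 active = more than half of replicate wells show activity change below -50%, luminescence cut by over half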;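 note: luciferase reports HSF-1 transcriptional activity via heat shock element; 0% = median of DMSO wells and -100% = zero luminescence signal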
# GSK3 alpha inh – blocks human GSK-3 alpha kinase | P49840 | ADP-Glo luminescence, 60 min | inhibition, % at 10 µM | actives 0.1% (n = 320,000);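 in the data active = inhibition above about 50%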;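 note: GST-tagged GSK-3 alpha with peptide substrate and 25 µM ATP; 0% = DMSO neutral wells and 100% = GW8510 positive control wells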
# Target sequence (P49840 whole entry, looked up): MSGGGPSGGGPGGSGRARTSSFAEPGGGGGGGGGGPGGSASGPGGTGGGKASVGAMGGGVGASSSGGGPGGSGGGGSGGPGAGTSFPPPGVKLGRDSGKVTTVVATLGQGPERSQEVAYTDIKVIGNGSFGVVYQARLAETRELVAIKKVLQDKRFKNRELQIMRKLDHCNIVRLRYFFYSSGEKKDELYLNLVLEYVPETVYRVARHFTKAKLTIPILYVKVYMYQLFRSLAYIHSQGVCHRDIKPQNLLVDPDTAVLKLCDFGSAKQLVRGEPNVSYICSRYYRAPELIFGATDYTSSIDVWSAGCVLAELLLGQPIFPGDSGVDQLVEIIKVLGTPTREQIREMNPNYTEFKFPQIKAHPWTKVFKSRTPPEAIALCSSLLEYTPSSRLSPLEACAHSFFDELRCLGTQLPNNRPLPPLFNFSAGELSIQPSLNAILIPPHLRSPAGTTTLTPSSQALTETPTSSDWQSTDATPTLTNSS
# HSF-1 act – increases HSF-1 driven luciferase reporter signal | actives 1.7% (n = 300,000) | AID 504408 | NIH3T3-HGL HSF-1 luciferase reporter, MG132, 8 h; 100% = twice DMSO control signal | activation, % at 9 µM;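 active = mean replicate activation of at least 50% with a set share of replicates each reaching 50%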;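 note: 0% = median of the neutral control wells and 100% = twice that signal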
# Active calls of the source: *; . = not tested or not shown.
1. Nc1cc(=O)[nH]c2ncnn12
2. CCOC(=O)c1ccc(N(CCC2CO2)S(=O)(=O)c2ccc(C)cc2)cc1 (stereo not drawn)
3. O=C1c2cccc(NCCNCCO)c2C(=O)c2cccc(NCCNCCO)c21
4. Cn1c(N=Cc2ccc([N+](=O)[O-])cc2)c(N)c(=O)n(C)c1=O
5. O=C(Nc1cc([N+](=O)[O-])c2[nH]c(=O)c3ccccc3c2c1)C(F)(F)F
Screen / compound no.	1	2	3	4	5
HSF1 inhib	-4.6	-2.4	-10.6	-1.3	-12.1
GSK3 alpha inh	.	.	.	.	.
HSF-1 act	-4.6	-2.4	-10.6	-1.3	-12.1

6. CCC1(OC(=O)CN(C)C)C(=O)OCc2c1cc1n(c2=O)Cc2cc3c(N)cccc3nc2-1 (stereo not drawn)
7. O=C1OCC2=C1C(c1ccc3c(c1)OCO3)c1cc3c(cc1O2)OCO3 (stereo not drawn)
8. O=C(CCl)NC(Cc1ccccc1)C(=O)OCC(=O)c1ccc(-c2ccccc2)cc1 (stereo not drawn)
9. NC(=Nc1nc(-c2ccccn2)cc2ccccc12)c1ccccn1
10. Cc1c(CCO)c(=O)n2n1CCCC2
Screen / compound no.	6	7	8	9	10
HSF1 inhib	-2.2	15.4	-8.7	57.5*	-1.0
GSK3 alpha inh	.	.	.	.	.
HSF-1 act	-2.2	15.4	-8.7	57.5*	-1.0

11. CC(CNC1CCCCC1)OC(=O)c1ccc([N+](=O)[O-])cc1 (stereo not drawn)
12. C=C1C(=O)O[C@H]2[C@H]1[C@H](OC(=O)/C(C)=C\C)C[C@]1(CO1)[C@@H]1[C@H](OC(C)=O)C=C(C)[C@]21O
13. CCOC(=O)Nc1nc2ccc(Cn3cccc3)cc2[nH]1
14. COc1ccc(Cl)cc1C=CC=NNS(=O)(=O)c1ccc(C)cc1
15. CN(C)c1ccc(Cc2cc3c(O)ccc(O)c3cc(Cc3ccc(N(C)C)cc3)c2=O)cc1
Screen / compound no.	11	12	13	14	15
HSF1 inhib	3.1	13.5	-6.8	6.3	38.7
GSK3 alpha inh	.	.	.	.	.
HSF-1 act	3.1	13.5	-6.8	6.3	38.7

# Three entries from above, sorted by the number in HSF-1 act, lowest first.
11. CC(CNC1CCCCC1)OC(=O)c1ccc([N+](=O)[O-])cc1 (stereo not drawn)
14. COc1ccc(Cl)cc1C=CC=NNS(=O)(=O)c1ccc(C)cc1
15. CN(C)c1ccc(Cc2cc3c(O)ccc(O)c3cc(Cc3ccc(N(C)C)cc3)c2=O)cc1
Screen / compound no.	11	14	15
HSF1 inhib	3.1	6.3	38.7
GSK3 alpha inh	.	.	.
HSF-1 act	3.1	6.3	38.7

# Additional records:
16. Cn1c(=S)sc2ccc3ccccc3c21
17. O=C(NN=Cc1cc([N+](=O)[O-])ccc1O)c1cccc2ccccc12
18. O=C(NN=Cc1ccccc1Cl)c1cccc2ccccc12
19. COc1ccc2ccc3ccc(OC)c(OC(C)=O)c3c2c1
20. CC1(C)N=C(N)N=C(N)N1c1cccc(C#N)c1
Screen / compound no.	16	17	18	19	20
HSF1 inhib	-1.5	28.7	-9.6	-6.4	-2.5
GSK3 alpha inh	.	.	.	.	.
HSF-1 act	-1.5	28.7	-9.6	-6.4	-2.5

21. c1ccc(C(Nc2cccnc2)c2ccccc2)cc1
22. CC(=NO)c1ccc2c(c1)Cc1cc([N+](=O)[O-])ccc1-2
23. Cc1ccc(S(=O)(=O)N(C)c2ccc(OCC(=O)OCc3ccc(C#N)cc3)cc2)cc1
24. CC1(C(=O)Nc2cccc(-n3cnnn3)c2)Cc2ccccc2C(=O)O1 (stereo not drawn)
25. O=C(CNC(=O)c1ccc(Cl)cc1Cl)OCc1nnc(-c2ccccc2Br)o1
Screen / compound no.	21	22	23	24	25
HSF1 inhib	-1.4	-60.9	-4.4	-0.5	-3.6
GSK3 alpha inh	.	.	9.4	3.6	-3.4
HSF-1 act	-1.4	-60.9	-4.4	-0.5	-3.6

# Of the compounds above, these contain an aryl methoxy group.
14. COc1ccc(Cl)cc1C=CC=NNS(=O)(=O)c1ccc(C)cc1
19. COc1ccc2ccc3ccc(OC)c(OC(C)=O)c3c2c1
Screen / compound no.	14	19
HSF1 inhib	6.3	-6.4
GSK3 alpha inh	.	.
HSF-1 act	6.3	-6.4

# The list goes on.
26. Cc1ccc(S(=O)(=O)N2CCOCC2)cc1C(=O)Nc1nc(-c2ccccn2)cs1
27. CCC(=O)N(c1nnc(SCC(=O)c2ccc[nH]2)s1)C1CC1
28. CC(=O)NCCc1ccc(C(=O)COC(=O)C2CCCCC2)cc1
29. COc1ccc(O)c(C(=O)c2cnn(C(=O)c3cccc(N(C)C)c3)c2)c1
30. CCN(c1ccccc1)S(=O)(=O)c1ccc(C(=O)NC2CCN(Cc3ccccc3)CC2)cc1
Screen / compound no.	26	27	28	29	30
HSF1 inhib	35.5	6.9	-23.4	-26.1	-2.7
GSK3 alpha inh	-0.1	-2.8	-0.7	-1.9	-1.8
HSF-1 act	35.5	6.9	-23.4	-26.1	-2.7

# Copied from the list:
# Cc1ccc(S(=O)(=O)N2CCOCC2)cc1C(=O)Nc1nc(-c2ccccn2)cs1 – HSF-1 act: 35.5
# CC(=O)NCCc1ccc(C(=O)COC(=O)C2CCCCC2)cc1 – HSF1 inhib: -23.4
# CCN(c1ccccc1)S(=O)(=O)c1ccc(C(=O)NC2CCN(Cc3ccccc3)CC2)cc1 – HSF1 inhib: -2.7
# COc1ccc(O)c(C(=O)c2cnn(C(=O)c3cccc(N(C)C)c3)c2)c1 – HSF1 inhib: -26.1
# CCC(=O)N(c1nnc(SCC(=O)c2ccc[nH]2)s1)C1CC1 – HSF1 inhib: 6.9

# Not all compounds are listed; rates above refer to the full screens.
